# TbPYK inhibitor – inhibitors of Trypanosoma brucei pyruvate kinase; TbPYK enzyme, Kinase-Glo Plus ATP luminescence, 45 min; Potency, µM (top dose mostly 76.8 µM), for inactives: at the highest dose activity, negative = inhibition, actives largely listed as inhibitors; Q57TT1; AID 624173; hit rate 0.12% among 410,000; note: potency is the fitted concentration of half-maximal effect; % is set by controls: 0 for no effect and ±100 for the full control effect; nearly all actives have a fitted effect of over 50% in size
#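 Readout: single end-point luminescence (Kinase-Glo Plus, 10 min). Reaction conditions were TbPYK/substrate plus 130 uM ADP, 45 min at RT, pH 7.2 TEA buffer. No-enzyme wells served as controls, and data were normalized before concentration-response fitting.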
# Shiga inhibitor – blocks Shiga toxin action in Vero cells; Vero cells, Shiga toxin protein synthesis inhibition reporter; inhibition, % at 38.7 µM; hit rate 9.2% among 290,000; AID 2315; in the data active = inhibition mostly above about 28%, no sharp cut-off; inactive = mostly below about 43%; note: 0% is about no effect
# Pf growth 48h – inhibits P. falciparum growth in the first generation, 48 h; Potency, µM (series often up to 28.7 µM), for the others: at the highest dose activity change, negative = inhibition, actives largely listed as inhibitors; P. falciparum luciferase growth in erythrocytes, 48 h; hit rate 5.9% among 310,000; note: potency is the fitted concentration of half-maximal effect; % is set by controls: 0 for no effect and ±100 for the full control effect
#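 Luciferase-expressing parasites in RBCs, 2% Hct / 0.1% parasitemia final; RPMI 1640 + 0.5% Albumax; 37 C, 5% CO2, one generation; luminescence read-out, lower signal = inhibition.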
# AMA1 RON2 block – inhibitors of Plasmodium falciparum AMA1-RON2 interaction; AlphaScreen AMA1-biotinylated RON2 peptide binding; Potency, µM (titrated, usually from 58.2 µM), for the others: at the highest dose activity change, negative = inhibition, most hits filed as inhibitors; hit rate 0.2% among 360,000; AID 720542;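 note: potency is the fitted concentration of half-maximal effect; 0% = vehicle wells and -100% = peptide control; nearly all actives have a fitted effect of over 45% in size; some results filed as inactive show a strong effect at the top dose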
#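 AMA1 (3D7) with his tag at 25 nM final met compounds first, then biotinylated RON2 peptide at 25 nM; detection used donor plus acceptor beads, 10 µg/mL apiece, read by AlphaScreen after 30 min at room temperature.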
# LmPK inhibitor – blocks Leishmania mexicana pyruvate kinase activity | hit rate 0.37% among 290,000 | Potency, µM (doses to about 57.5 µM), for the others: top-dose activity change, negative = inhibition, actives largely listed as inhibitors | Q27686 | purified LmPK, Kinase-Glo ATP luminescence, 1 h; note: potency is the fitted concentration of half-maximal effect; % is set by controls: 0 for no effect and ±100 for the full control effect
# Target sequence (Q27686 whole entry, looked up): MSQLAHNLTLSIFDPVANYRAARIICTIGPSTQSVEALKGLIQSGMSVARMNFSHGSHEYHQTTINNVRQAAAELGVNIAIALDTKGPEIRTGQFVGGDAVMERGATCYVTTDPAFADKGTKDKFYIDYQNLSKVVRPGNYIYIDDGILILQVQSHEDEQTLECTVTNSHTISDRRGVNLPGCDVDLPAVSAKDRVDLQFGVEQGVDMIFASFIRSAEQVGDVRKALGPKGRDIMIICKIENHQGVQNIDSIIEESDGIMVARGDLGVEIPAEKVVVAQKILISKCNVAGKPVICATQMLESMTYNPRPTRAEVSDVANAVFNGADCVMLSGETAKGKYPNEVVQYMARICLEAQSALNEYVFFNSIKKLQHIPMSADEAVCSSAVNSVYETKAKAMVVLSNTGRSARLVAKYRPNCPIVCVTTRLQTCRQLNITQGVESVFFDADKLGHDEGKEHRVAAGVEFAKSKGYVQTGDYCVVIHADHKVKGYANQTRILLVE
#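 Kinase-Glo luminescence read after 1 h RT reaction of 0.1 nM LmPK with 0.5 mM PEP and 0.1 mM ADP. Activity scaled between uninhibited and enzyme-free controls.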
# CHX counter – counter-screen hit for Shiga toxin inhibitors, cycloheximide; cell reporter, cycloheximide protein synthesis inhibition counterscreen; max response, %; hit rate 12% among 300,000; in the data active = max response mostly above about 13%, no sharp cut-off; inactive = mostly below about 14%; note: read at 38.3 µM for the half of the compounds with a filed dose; 0% is about no effect
# Pf growth 96h – P. falciparum growth inhibition at 96 hour, primary screen for plastid delayed-death inhibitors; AID 504834; P. falciparum luciferase reporter growth, 96 h; hit rate 6.9% among 320,000; Potency, µM (series often up to 28.7 µM), without a hit: at the highest dose activity change, negative = inhibition, actives largely listed as inhibitors; note: potency is the fitted concentration of half-maximal effect; % is set by controls: 0 for no effect and ±100 for the full control effect
#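 Plates of compound plus infected erythrocytes (2% hematocrit, 0.05% parasitemia final) incubate 96 hours, 37 C, 5% CO2. Detection reagent added; reduced luminescence from the parasites' luciferase reporter flags inhibition.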
# * marks the source's active call; other numbers are inactive results; ? = inconclusive; nt = no result given; [ ] = another dose, or the depositor's remark. Unless noted, calls come from the whole dose curve; as a rule, active = well fitted curve in the direction sought with a large enough effect; inconclusive = small, poorly fitted or top-dose-only effect, or another doubt; inactive = no such curve, though single readings can be large; an effect the other way counts as inactive or inconclusive.
SMILES,TbPYK inhibitor,Shiga inhibitor,Pf growth 48h,AMA1 RON2 block,LmPK inhibitor,CHX counter,Pf growth 96h
CCOC(=O)c1ccc(N2C(=O)C3CCOc4ccccc4C32)cc1 (configuration not stated),3%,nt,?,19%,nt,nt,?
Cc1ccc(Cn2c(SCC(C)C)nc3c2c(=O)[nH]c(=O)n3C)cc1,-11%,-4,0%,-9%,0%,-5,nt
Cc1cnc(NC(=O)c2cccc(S(=O)(=O)N3CCOCC3)c2)s1,-6%,nt,18%,60%[activator],nt,nt,?
COc1ccccc1CNC(=O)CCC1N=C2c3ccccc3N=C(SCC(=O)NCC3CCCO3)N2C1=O (configuration not stated),-5%,-4,-13%,15%,-1%,-1,4.1µM*
CNc1ccc(Oc2nc([N+](=O)[O-])nn2C)cc1,-6%,-8,-3%,1%,0%,-1,?
CC(C)(C)NS(=O)(=O)c1ccc(NC(=O)c2cc(-c3ccccc3)nc3ccccc23)cc1,nt,-10,?,16%,4%,1,?
CCCCNS(=O)(=O)c1cc2c3c(c1)CCN3C(=O)CC2,-2%,-2,25%,-1%,0%,-6,69%[activator]
CC(=O)Nc1ccc(OCCOc2ccc([N+](=O)[O-])cc2)cc1,3%,-2,52%[activator],23%,0%,-8,1%
C=CCSc1nnc(-c2sc(-c3ccccc3)nc2C)n1C,nt,17,-8%,16%,-1%,42*,16%
CCOC(=O)/C=C1\CN(C(C)c2ccccc2)S(=O)(=O)c2ccccc21 (configuration not stated),-14%,-10,-3%,-4%,-3%,1,-26%
Cc1ccccc1-c1nnc(SCC(=O)NCc2ccc3c(c2)OCO3)n1C,-2%,-1,nt,4%,6%,-2,?
Cc1cc(C)c(NC(=O)Nc2ccccc2)c(C)n1,8%,nt,-8%,2%,nt,nt,-9%
CN(C)C(=O)CSCc1c(Cl)cccc1Cl,-3%,-5,16%,-4%,-4%,-4,nt
CCOC(=O)C1(Cc2ccccc2C(F)(F)F)CCN(CCCn2cccn2)CC1,-2%,-18,?,6%,5%,-3,?
N#Cc1cccc(NC(=O)N2CCC(c3nc4c(nnn4Cc4cccc(Cl)c4)c(=O)[nH]3)CC2)c1,1%,-28,?,?,2%,-3,23%
O=C1C(=C(O)c2ccccc2)C(=O)c2ccccc21,0%,24,?,-5%,0%,14*,-7%
CC(Nc1ncnc2sccc12)c1ccccc1 (configuration not stated),0%,2,-9%,14%,5%,-2,-24%
Clc1ccc(-c2noc(CN3CCCC3)n2)cc1,-1%,65*,152%[activator],-11%,-3%,37*,?
CCCc1cc(=O)oc2c3c(cc(OCC(=O)N[C@@H](CSC)C(=O)O)c12)OC(C)(C)CC3,-4%,-15,?,-1%,-2%,0,-27%
C/C(Cl)=C\C[N+](C)(C)CC(=O)OCCc1ccccc1,2%,-6,6%,-1%,-2%,-2,-8%
COc1ccc(NC(=O)Cc2ccc(C)c(C)c2)cc1Cl,4%,25,?,0%,-1%,20,?
CC1(CC(=O)Nc2ccccc2)NC(=S)N(c2ccccc2)N1 (configuration not stated),-14%,44*,13%,66%[activator],-14%,24*,-9%
O=C(NNC(=O)c1cc(-c2ccccc2Cl)nc2ccccc12)c1csc(N2CCOCC2)n1,-19%,nt,?,67%[activator],nt,nt,-6%
CC(C)CC(=O)C1CCCN(C(=O)c2ccc3oc(Cc4ccccc4)nc3c2)C1 (configuration not stated),1%,-6,14%,6%,2%,11,18%
COC(=O)c1cccnc1-n1c(=O)c2cccnc2n(Cc2ccc(Cl)cc2)c1=O,-24%,-5,?,-5%,6%,-3,24%
COc1ccc(NC(=O)c2ccccc2-c2ccccc2)c(C)c1,7%,16,-16%,-1%,-3%,-2,34%[activator]
CN(CC(=O)Nc1cccc(F)c1)C(=O)c1ccc(-c2ccc(Cl)cc2)o1,-8%,71*,1.9µM*,-1%,2%,23*,1.7µM*
CCN1C(=O)CSc2ccc(C(=O)NCc3ccccc3)cc21,-1%,-4,-1%,-4%,7%,1,?
C/C(=N/NC(=O)c1cccc(Br)c1)C1CC2CCC1C2 (configuration not stated),4%,38,13%,0%,-7%,47*,-9%
O=C(c1ccc(Cl)cc1)c1ccc(OCC(O)CN2CCOCC2)cc1 (configuration not stated),0%,3,-7%,-2%,4%,-2,3%
CCN(CC)C(=S)NC(=O)c1cccnc1,-9%,6,-9%,64%[activator],1%,-5,31%[activator]
COc1ccc(NC(=O)CSc2cn[nH]n2)c(OC)c1,0%,-6,5%,13%,-1%,-3,-9%
CCn1c(CSc2nc3ccccc3s2)nnc1SCC(N)=O,0%,12,40%[activator],1%,-2%,16,92%[activator]
C=CCNc1nc(C(=O)OCC(=O)c2ccc(Cl)cc2)cs1,-3%,nt,-28%,20%,nt,nt,9%
COc1ccc(C2CC(c3ccc(Cl)cc3Cl)Nc3nc(N)nn32)cc1 (configuration not stated),0%,-8,-13%,-15%,4%,-1,-23%
CC1CC(C)(C)NC(=S)N1CC(=O)NCc1ccc(Cl)cc1 (configuration not stated),-1%,-6,-9%,-4%,-4%,-3,?
O=C(Cc1cccs1)Nc1ccc(S(=O)(=O)N2CCCCC2)cc1,-17%,14,?,-1%,0%,8,nt
Cc1ccc(CNC(=O)C2CC(c3ccccc3C(F)(F)F)=NO2)cc1 (configuration not stated),-8%,-6,46%[activator],13%,-2%,-2,74%[activator]
O=C(COC(=O)c1ccc(S(=O)(=O)N2CCCC2)cc1)NCc1ccc(F)cc1,-4%,-7,2%,11%,1%,-5,23%
CCSCC1COC(c2cccn2Cc2ccc(C)cc2)=N1 (configuration not stated),-4%,91,?,?,-6%,39*,39%[activator]
CCOC(=O)Cc1csc(NC(=O)c2ccc(F)cc2)n1,-3%,8,2%,-11%,6%,7,5%
CC(C)c1ccc(/C=N/NC(=O)CCNC(=O)c2ccccc2)cc1,1%,96*,-5%,-8%,-7%,21*,34%[activator]
Cc1cc(NC(=O)C2CCCN(S(=O)(=O)c3cccc4nonc34)C2)ccc1Br (configuration not stated),2%,-11,nt,nt,nt,-10,nt
CCOC(=O)c1c(-c2ccccc2Cl)cn2ccccc12,-26%,19,-26%,-3%,1%,8,6%
CCCCNCc1cc(Cl)c(OCCC)c(OCC)c1,5%,-19,nt,3%,3%,-5,8.3µM*

# Profiles as entered above. Order of screens: TbPYK inhibitor | Shiga inhibitor | Pf growth 48h | AMA1 RON2 block | LmPK inhibitor | CHX counter | Pf growth 96h
# CCCCNCc1cc(Cl)c(OCCC)c(OCC)c1 is listed with 5% | -19 | nt | 3% | 3% | -5 | 8.3µM*
# CC(C)c1ccc(/C=N/NC(=O)CCNC(=O)c2ccccc2)cc1 is listed with 1% | 96* | -5% | -8% | -7% | 21* | 34%[activator]
# CCn1c(CSc2nc3ccccc3s2)nnc1SCC(N)=O is listed with 0% | 12 | 40%[activator] | 1% | -2% | 16 | 92%[activator]
# CCSCC1COC(c2cccn2Cc2ccc(C)cc2)=N1 (configuration not stated) is listed with -4% | 91 | ? | ? | -6% | 39* | 39%[activator]
# O=C(COC(=O)c1ccc(S(=O)(=O)N2CCCC2)cc1)NCc1ccc(F)cc1 is listed with -4% | -7 | 2% | 11% | 1% | -5 | 23%

# (continued)
SMILES,TbPYK inhibitor,Shiga inhibitor,Pf growth 48h,AMA1 RON2 block,LmPK inhibitor,CHX counter,Pf growth 96h
CCN(CC)c1ccc(NC(=O)CCCCCN2C(=O)c3ccccc3C2=O)cc1,-28%,22,?,-24%,3%,-3,nt
Cn1c(SCC(=O)N2CCCc3ccccc32)nnc1-c1c[nH]c2ccccc12,5%,-12,13µM*,15%,5%,-2,-12%
O=C(CSc1nc2ncc(Br)cc2[nH]1)Nc1ccc2c(c1)OCO2,4%,-12,?,-8%,0%,-5,nt
CCCCC1C(=O)CC[C@H]2[C@@H]1CC(=O)[C@@H]2C/C=C\CCCC(=O)O (some centres not stated),0%,-17,1%,7%,3%,-1,-1%
Cc1cccc(Cl)c1NC(=S)N1CCN(c2ccc([N+](=O)[O-])cn2)CC1,-10%,-8,1.7µM*,2%,9%,-3,1.7µM*
CC(C)C(=O)NCCSc1c[nH]c2ccccc12,-2%,-4,2%,-5%,0%,-5,12µM*
CCOC(=O)CC(=O)Nc1nc2ccccc2s1,1%,31,13%,7%,4%,14,?
CC(CCCC(C)(C)O)NCc1cn[nH]c1-c1ccc2c(c1)OCO2 (configuration not stated),1%,-1,0%,0%,3%,1,?
Cc1ccc2occ(C3NC(C(=O)O)CS3)c(=O)c2c1 (configuration not stated),-3%,-13,35%[activator],2%,-3%,-2,124%[activator]
O=C(NCCCO)C(=O)NCC1OCCCN1S(=O)(=O)c1cccs1 (configuration not stated),7%,-14,11%,14%,-3%,-3,14%
Cc1cc([N+](=O)[O-])nn1CC(=O)N1N=C(C(F)F)CC1(O)C(F)F (configuration not stated),0%,29,7%,1%,-1%,0,9%
O=C(Nc1cccc(F)c1)NC1(C(=O)N2CCOCC2)CCCCC1,-2%,-11,-1%,1%,-2%,4,?
CC1(C(=O)NCCc2c[nH]c3ccccc23)C=CC2(CCCCC2)N1C(=O)c1ccccc1 (configuration not stated),-5%,14,?,-1%,0%,17,12µM*
O=C(O)C1=C[C@@H](c2ccc(Br)cc2)C[C@@H](OCc2ccc(CO)cc2)O1,-2%,-7,5%,2%,0%,3,17%
CN(Cc1cccc2ccccc12)C(=O)c1cc(COc2c(F)cccc2F)on1,-1%,-3,6%,4%,9%,-3,?
O=C(CCn1cccc1)Nc1ccc(F)cc1,1%,7,nt,-7%,2%,-1,15%
CCOC(=O)c1cc(S(=O)(=O)NCc2ccco2)cn1C,5%,-1,-1%,4%,-6%,14,?
CCCOc1ccc(C2C(C(=O)/C=C/c3ccco3)=C(O)C(=O)N2CCN2CCOCC2)cc1OC (configuration not stated),-16%,-1,15%,-18%,-1%[11.5 µM],-2,-21%
CS(=O)(=O)N1N=C(c2cccs2)CC1c1ccccc1 (configuration not stated),1%,10,?,-5%,-4%,13*,?
CC(C)C(NC(=O)c1ccco1)C(=O)NCC(c1ccco1)N1CCCCC1 (configuration not stated),15%,16,?,25%,-1%,0,2.1µM*
Cc1nnc(N/N=C/C(C)c2ccccc2)[nH]c1=O (configuration not stated),0%,15,-1%,120%[activator],0%,-2,29%
O=C(Nc1ccc(F)cc1)Nc1nnc(Cc2ccccc2F)s1,2%,nt,?,-2%,-2%,-3,10µM*
O=C(N1CCOCC1)N1CCN(C(c2ccccc2)c2ccccc2)CC1,-3%,-9,-20%,-11%,-1%,-4,?
O=S(=O)(/N=C(/c1ccccc1Cl)N1CCOCC1)c1ccccc1,4%,-7,2%,29%,-5%,-1,?
CCC(C)OC(=O)C1=C(C)NC(=O)CC1c1ccccc1OC (configuration not stated),8%,20,?,-1%,6%,-5,-14%
